# Assay outcomes from PubChem BioAssay.
# TDP1 inh – blocks human tyrosyl-DNA phosphodiesterase 1; Q9NUW8; recombinant TDP1, AlphaScreen DNA substrate cleavage; Potency, µM (titrated, usually from 130 µM), inactives show top-dose activity change, negative = inhibition, actives largely listed as inhibitors; 350,000 compounds, 0.28% hits; AID 485290; further: nearly all actives have a fitted effect of over 40% in size
# Target sequence (Q9NUW8 whole entry, looked up): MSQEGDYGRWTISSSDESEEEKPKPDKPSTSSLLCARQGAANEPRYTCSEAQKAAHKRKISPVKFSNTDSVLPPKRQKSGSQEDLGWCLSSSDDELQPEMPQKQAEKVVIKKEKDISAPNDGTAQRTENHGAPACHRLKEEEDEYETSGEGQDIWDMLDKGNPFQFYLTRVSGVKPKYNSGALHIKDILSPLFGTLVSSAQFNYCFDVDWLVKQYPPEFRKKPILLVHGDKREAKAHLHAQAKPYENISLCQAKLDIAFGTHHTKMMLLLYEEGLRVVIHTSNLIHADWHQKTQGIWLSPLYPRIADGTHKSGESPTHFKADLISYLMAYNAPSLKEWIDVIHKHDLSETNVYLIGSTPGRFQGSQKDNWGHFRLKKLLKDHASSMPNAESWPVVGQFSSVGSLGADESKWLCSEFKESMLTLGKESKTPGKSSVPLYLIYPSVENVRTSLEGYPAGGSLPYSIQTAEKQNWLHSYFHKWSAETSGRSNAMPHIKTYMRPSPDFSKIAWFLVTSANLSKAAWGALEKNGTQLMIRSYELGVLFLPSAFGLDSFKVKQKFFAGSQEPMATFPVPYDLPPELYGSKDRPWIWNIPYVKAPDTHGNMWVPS
#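 Tdp1 1 nM final; 15 min RT w/ cpd; substrate 15 nM, 5 min; beads 10 ug/ml, 10 min; AlphaScreen read. Neg ctrl: no enzyme.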
# TDP1 cell noCPT – qHTS for Inhibitors of human tyrosyl-DNA phosphodiesterase 1 (TDP1): qHTS in cells in absence of CPT. Potency, µM (titrated, usually from 46.2 µM), inactives show at the highest dose activity change, negative = growth inhibition, actives largely listed as inhibitors. DT40 Tdp1-/- hTDP1 cells, no CPT, ATP luminescence, 48 h. 420,000 compounds, 15% hits; further: nearly all actives have a fitted effect of over 55% in size
#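 Chicken DT40 Tdp1-/- cells complemented with human TDP1, screened without camptothecin (DMSO vehicle only), 400 cells/well. Compounds pin-transferred, cells incubated at 37 °C for at least 48 hr. Growth read as ATP-dependent luminescence (CellTiter-Glo, 30 min at RT).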
# KAT2A inh – GCN5L2 (KAT2A) acetyltransferase inhibition; Potency, µM (top dose mostly 58.9 µM), without a hit: top-dose activity change, negative = inhibition, actives largely listed as inhibitors; GCN5L2 HAT assay, ThioGlo1 CoA-SH fluorescence; Q92830; 390,000 compounds, 0.21% hits
#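 qHTS, 1536-well. 20nM enzyme, pH 7.5 HEPES/EDTA/Tween-20 buffer; 15 min compound preinc., RT. Start: 75uM H3(1-25), 70uM AcCoA, 50uM ThioGlo1. Read Ex340/Em540 at t=0 (autofluorescence flag) and t=20 min.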
# * = called active by the depositor; ? = inconclusive; · = no result given; & = joins results of further samples; [ ] = remark or other dose. The call rests on the fitted dose curve; in most records, active means well fitted curve in the direction sought with a large enough effect; inconclusive means small, poorly fitted or top-dose-only effect, or another doubt; inactive means no such curve, though single readings can be large; an effect the other way counts as inactive or inconclusive. On the % scale 0 is the no-effect control and ±100 the full control effect; potency means the concentration at half of the fitted maximal effect. These rows are one share of the data; rates above refer to the full screens.
# Results follow in this order: TDP1 inh, TDP1 cell noCPT, KAT2A inh
N#Cc1ccc(C(=O)Nc2cccc3ccccc23)c(F)c1
 : ·, 2%, -7%
COc1ccccc1NCCC(=O)OCC(=O)NCc1ccco1
 : ·, -1%, -16%
Cc1onc(-c2c(F)cccc2Cl)c1C(=O)OCC(=O)NCc1ccco1
 : 0%, ?, -5%
O=C(c1cnccn1)N1CCN(S(=O)(=O)c2cccc(Cl)c2)CC1
 : 1%, -6%, 0%
Cc1ccc(NC(=S)N(C)Cc2cn(C)c3ccccc23)cc1
 : 3%, ?, -3%
O=C(COc1coc(CN2CCN(c3ccccc3F)CC2)cc1=O)NC1CCCCC1
 : 1%, ?, -15%
CCSc1nnc(C)c(=O)n1COC(=O)c1ccc(S(=O)(=O)N2CCCC2)cc1
 : 3%, ?, 3%
CC(=C/C(=O)O)/C(=C\c1ccc(Br)o1)C(=O)O
 : ·, -16%, -7%
O=C(CCc1nnc(CCc2ccccc2)o1)NC(c1cccnc1)C(F)(F)F (stereo unspecified)
 : ·, 2%, 16%
COc1ccccc1C(=O)Nc1c(C(=O)N2CCN(C)CC2)oc2ccccc12
 : 2%, -24%, -19%
Nc1nc(NCCc2ccccc2)c2[nH]cnc2n1
 : 1%&2%, ?, ·
CCCCN(Cc1ccccc1)C(=O)C1CCC(=O)N(CCc2ccccn2)C1 (stereo unspecified)
 : 2%, 11%, 2%
COc1cccc(C(=O)Nc2cc3c(cc2Br)OCCCO3)c1
 : -3%, -42%, -4%
COC(=O)c1[nH]c2ccccc2c1NC(=O)C(C)N1CC(C)OC(C)C1 (stereo unspecified)
 : 5%, -22%, -1%
COc1ccc(Cl)cc1N1C(=O)CN(Cc2cc(OC)c(OC)c(OC)c2)C1=S
 : ·, 8.2µM*, -3%
O=C(COC(=O)CN1C(=O)C2CCCCC2C1=O)Nc1cc(S(=O)(=O)N2CCOCC2)ccc1Cl (stereo unspecified)
 : -4%, -35%, 1%
COc1ccc2[nH]cc(CCNc3ccnc(-c4cccnc4)n3)c2c1
 : ·, ?, -7%
Cc1cc(NC(=O)COc2ccccc2C#N)no1
 : 0%, 14%, 4%
O=C(/C=C/c1cccc(OCc2ccccc2)c1)c1cccnc1
 : 4%, ?, -24%
Cc1cccc(NC(=O)c2cc(=O)c3ccccc3o2)n1
 : -1%, -22%, 15%
O=C(O)C1C2C=CC(C2)C1C(=O)N1CCc2ccccc21 (stereo unspecified)
 : 9%, -9%, -3%
CCCN(C(=O)CSc1n[nH]c(-c2ccc(OC)cc2)n1)c1c(N)n(Cc2ccccc2)c(=O)[nH]c1=O
 : 1%, -23%, -4%
O=C(CC1SC(N2CCCCC2)=NC1=O)Nc1cccc(C(=O)NCc2ccccc2)c1 (stereo unspecified)
 : 1%, -3%, -3%
CCCOc1ccccc1NS(=O)(=O)c1ccc2[nH]c(=O)[nH]c2c1
 : 0%, -5%, -2%
O=C(C1CCC(=O)N(C2CC2)C1)N1CCC(Oc2cccc(F)c2)CC1 (stereo unspecified)
 : 1%[56.1 µM], -2%, ?
Cc1ccc(Nc2nc(=O)[nH]nc2C)cc1
 : 0%, 2%, -5%
CCN(CC)CCNC(=O)C1(O)c2cc(Br)ccc2NC(=O)N1c1ccccc1 (stereo unspecified)
 : ·, 15%, 23%
O=C(COc1ccccc1F)Nc1c2c(nn1-c1ccccc1)CS(=O)(=O)C2
 : 1%, 13%, -2%
Cc1cc(C)cc(NC(=S)NC(=O)C2CC2)c1
 : 0%, 4%, -6%
COc1ccc(OC)c(NC(=O)CCCSc2ccccc2)c1
 : 8%, -16%, -7%
C/C(=N/NS(=O)(=O)c1cc(C)ccc1C)c1c[nH]c2ccccc12
 : 6%, ?, -7%
CN1CCN(S(=O)(=O)c2cccc(C(=O)N(Cc3nnc(-c4ccccc4Cl)o3)C3CC3)c2)CC1
 : 3%, -30%, 1%
COC(=O)c1c(NC(=O)CC2NCCNC2=O)sc2c1CCCC2 (stereo unspecified)
 : 0%, ?, -14%
CSc1ccc(CNc2ccccc2)cc1
 : 2%, ·, 21%
CCN(CC)CCN(Cc1cc2cc(C)cc(C)c2[nH]c1=O)C(=S)NCc1ccco1
 : 0%, 23µM*, -2%
O=C(N/N=C/c1cccc([N+](=O)[O-])c1)c1cnccn1
 : 5%, 1%, -2%
NC(=O)c1nsc(C(=O)N(Cc2ccco2)C(C(=O)NCC2CCCO2)c2ccc(O)cc2)c1N (stereo unspecified)
 : ·, ?, -6%
O=C(O)c1ccc(CNS(=O)(=O)c2ccc(Oc3ccccc3Cl)cc2)cc1
 : 4%, 7%, -21%
CC(=O)c1ccc(N2CCN(S(=O)(=O)c3c(C)[nH]c(C)c3C(=O)N3CCCCC3)CC2)cc1
 : 2%, -2%, -8%
COc1ccc(-c2nc3cnc(Nc4ccccc4)nc3n(Cc3cccs3)c2=O)cc1
 : ·, -11%, -10%
O=C(Nc1nc(-c2ccccc2)cs1)C1c2ccccc2Oc2ccccc21
 : -3%, -22%, -12%
CCNC(=S)NC1CC2CCC(C1)N2Cc1ccccc1 (stereo unspecified)
 : -1%, -15%, -2%
O=C(COc1ccccc1Cl)NCc1ccco1
 : 7%, -26%, -1%
O=C(CCC(=O)N(CC(=O)NC1CCCC1)C1CCCC1)Nc1ccccn1
 : 3%, -9%, -4%
CCOc1ccc(CNC(=O)c2cc3cc(S(=O)(=O)N4CCCCC4)ccc3n2C)cc1
 : 3%, 16µM*, -11%

# Whole records from above.
# Profile of O=C(N/N=C/c1cccc([N+](=O)[O-])c1)c1cnccn1 → TDP1 inh = 5%; TDP1 cell noCPT = 1%; KAT2A inh = -2%
# Profile of CSc1ccc(CNc2ccccc2)cc1 → TDP1 inh = 2%; TDP1 cell noCPT = ·; KAT2A inh = 21%
# Profile of O=C(O)c1ccc(CNS(=O)(=O)c2ccc(Oc3ccccc3Cl)cc2)cc1 → TDP1 inh = 4%; TDP1 cell noCPT = 7%; KAT2A inh = -21%

# New compounds follow
# Results follow in this order: TDP1 inh, TDP1 cell noCPT, KAT2A inh
O=C(CN1CCCCC1)Nc1cccc(Br)c1
 : 2%, -24%, 0%
C=CCNC(=S)N/N=C/c1ccc(-c2cccc([N+](=O)[O-])c2)o1
 : 1%, -12%, 4%
CCOc1ccc(CN(C)C(=O)CNC(=O)c2ccccc2)cc1
 : ·, 5%, 1%
Cc1cc2c(n1-c1ccc(C(=O)NCc3ccc(OC(C)C)cc3)cc1)CCCC2
 : 5%, 16µM*, -3%
CCCC1(c2ccccc2)NC(=O)N(CC(=O)Nc2ccccc2C(F)(F)F)C1=O (stereo unspecified)
 : 4%, 6%, -13%
CCN(Cc1ccncc1)C(=O)c1ccco1
 : -8%, 4%, ?
COc1ccc(N2CCN(Cc3nc4c(c(=O)[nH]c(=O)n4C)n3Cc3ccc(Cl)cc3)CC2)cc1
 : 4%, -10%, -9%
CC(=O)OCC(=O)[C@@]1(O)CC[C@H]2[C@@H]3CCC4=CC(=O)C=C[C@]4(C)[C@@]3(Cl)[C@@H](Cl)C[C@@]21C
 : ·, -5%, ?
O=C(NCC1CCCO1)c1ccc(Cl)c(S(=O)(=O)N2CCCCC2)c1 (stereo unspecified)
 : 2%, -8%, 1%
CCOC(=O)c1nc(NNC(C)=O)sc1C
 : -8%, -15%, 0%
COc1ccccc1N1CCN(C(c2ccc(N(C)C)cc2)c2nnnn2CCc2ccccc2)CC1 (stereo unspecified)
 : 2%, ?, -4%
CC(=O)Nc1cccc(C(=O)OCC(=O)Nc2c(C)nn(-c3ccccc3)c2C)c1
 : -6%, -9%, 2%
Cc1cccc(NC(=O)C2CCN(S(=O)(=O)c3ccc4c(c3)NC(=O)CO4)CC2)c1
 : 0%, -16%, -2%
Cc1onc(-c2ccccc2)c1C(=O)Nc1nc2c(s1)C(=O)CC(C)(C)C2
 : 6%, -27%, -4%
CCc1cccc(C)c1NC(=O)C1CCN(S(=O)(=O)c2cc(Br)cc3c2N(C(C)=O)CC3)CC1
 : 2%, 2%, 0%
O=C(N/N=C/C=C/c1ccco1)c1cccs1
 : -5%, ?, ?
O=C(Nc1ccccn1)C1CCN(S(=O)(=O)c2ccc3ccccc3c2)CC1
 : 2%, -9%, -1%
CCOC(=O)c1ccc(/C=N/O)[n+](Cc2ccccc2)c1
 : ·, -4%, -2%
Cc1ccc(S(=O)(=O)N2CCN(C(=O)CN3CCOCC3)C2c2ccccc2)cc1 (stereo unspecified)
 : 1%, 16µM*, -2%
Cc1ccc2nc(CSc3nnc(-c4ccco4)o3)cc(=O)n2c1
 : 18µM*, -10%, -17%
CC1(C)CNC(=O)c2sc(NC(=O)c3ccccc3Cl)nc2C1
 : -1%, 3%, 2%
Cc1ccc(CSc2nc(N)cc(=O)[nH]2)cc1
 : ·, -17%, 21%
Cc1ccc(S(=O)(=O)N2CCCCC2)cc1NC(=O)CCNC(=O)c1ccccc1
 : 0%, -24%, -3%
O=C(CCC(=O)N(c1ccc(F)cc1)C(C(=O)NC1CCCC1)c1ccncc1)Nc1cccnc1 (stereo unspecified)
 : -1%, -14%, -1%
CN(CC(=O)NC1CCCC1)S(=O)(=O)c1cccc(Cl)c1
 : 2%, 13%, -5%
CCCN(CCC)S(=O)(=O)c1ccc(C(=O)NNc2nc(-c3ccccc3)c3cc(Br)ccc3n2)cc1
 : 3%, -29%, -8%
CCOc1ccc(NC(=O)Cn2cc(S(=O)(=O)c3ccc(C)cc3)c(=O)c3cc(F)ccc32)cc1
 : 6%, 0%, 1%
CCSC1(SCC)N=C(N)C2(C#N)C(c3ccccc3)NC(C)=C(C)C12C#N (stereo unspecified)
 : 5%, -9%, -6%
CC1CCN(S(=O)(=O)c2cc(C(=O)Nc3ccccn3)ccc2Br)CC1
 : 4%, ?, -5%
O=C(c1cccc(S(=O)(=O)N2CCOCC2)c1)N1CCCc2ccccc21
 : 0%, -13%, -12%

# Later entries.
mol	TDP1 inh	TDP1 cell noCPT	KAT2A inh
COc1ccc(OC)c(NC(=O)COC(=O)/C=C/c2ccc(Cl)cc2)c1	2%	-1%	-8%
COC(=O)C1=C(C)N(Cc2ccccc2)C(=S)N[C@H]1c1cccc(C(F)(F)F)c1	1%	?	-9%&-7%
O=C(NCCN1CCOCC1)c1cc(S(=O)(=O)NCCCN2CCCC2=O)ccc1Cl	7%	0%	-21%
C=CCNC(=O)C1CC1(c1ccc(C)cc1)c1ccc(C)cc1 (stereo unspecified)	·	-12%	-5%
COc1ccc(CN2CSC(=S)N(Cc3ccc(OC)cc3)C2)cc1	0%	15µM*	-6%
CC(C)(C)c1ccc(OCc2ccc(C(=O)N/N=C/c3ccc([N+](=O)[O-])cc3)o2)cc1	6%	21µM*	-1%
Cc1ccc(Cl)cc1-n1c(=O)c2sc3ccccc3c2n(CC(=O)NC2CCCCC2)c1=O	4%	?	3%
COc1cc(/C=N/NC(=O)c2ccccc2O)ccc1OC(=O)CC1SC(=O)NC1=O (stereo unspecified)	3%	?	-1%
CCOC(=O)Cn1c(N2CCCCCC2)nc2c1c(=O)[nH]c(=O)n2C	0%	-12%	3%
O=C(CN(C(=O)Cn1nnc(-c2cccs2)n1)c1cnc2ccccc2c1)NCC1CCCO1 (stereo unspecified)	2%	-22%	-1%
Fc1cccc(CSc2nc3ccncc3[nH]2)c1	4%	?	-3%
O=C(Cn1c2ccc(F)cc2c2nc3n(c(=O)c21)CCS3)Nc1ccccc1C(F)(F)F	5%	8%	-7%
Cc1cccc(NC2=NC(=S)N(c3ccc(C(=O)O)cc3)C23CCCCC3)c1	6%	6%	-2%
O=C(NCCC(c1ccccc1)c1ccccc1)c1ccc(Br)o1	3%	?	0%
CC(=O)Nc1cnc(NC(=O)c2cccc(F)c2)cc1C	2%	0%	3%
CNC(=O)CSc1nnnn1-c1cc(C)ccc1C	2%	?	-1%
Cc1cccc(C(=O)NC(=S)Nc2ccc3[nH]c(=O)[nH]c3c2)c1	7%	0%	-7%
COc1cc(NC(=O)Nc2cccc(-c3noc(C)n3)c2)cc(OC)c1OC	7%	23µM*	-1%
CCC(C)C(N)C(=O)NC(CCC(=O)OCc1ccccc1)C(N)=O (stereo unspecified)	7%	-13%	-9%
CN(C(=O)CN1C(=O)c2ccc([N+](=O)[O-])cc2C1=O)C1CCCCC1	0%	0%	2%
Cc1cc(C)cc(NC(=O)Cn2c(=O)n(-c3ccc(C)c(C)c3)c(=O)c3oc4ccccc4c32)c1	3%	4%	1%

# Fetched by structure from the entries so far (2):
mol	TDP1 inh	TDP1 cell noCPT	KAT2A inh
CC1(C)CNC(=O)c2sc(NC(=O)c3ccccc3Cl)nc2C1	-1%	3%	2%
COc1ccc(N2CCN(Cc3nc4c(c(=O)[nH]c(=O)n4C)n3Cc3ccc(Cl)cc3)CC2)cc1	4%	-10%	-9%
